# D1 ag = Allosteric Agonists of the Human D1 Dopamine Receptor: qHTS | D(1A) dopamine receptor (Homo sapiens), P21728 | HEK293 T-REx D1 cells, calcium flux, agonist mode | activation, % at 2 µM | actives 1% (n = 360,000); in the data active = activation above about 30%; note: 0% is about no effect
# Target sequence (P21728 whole entry, looked up): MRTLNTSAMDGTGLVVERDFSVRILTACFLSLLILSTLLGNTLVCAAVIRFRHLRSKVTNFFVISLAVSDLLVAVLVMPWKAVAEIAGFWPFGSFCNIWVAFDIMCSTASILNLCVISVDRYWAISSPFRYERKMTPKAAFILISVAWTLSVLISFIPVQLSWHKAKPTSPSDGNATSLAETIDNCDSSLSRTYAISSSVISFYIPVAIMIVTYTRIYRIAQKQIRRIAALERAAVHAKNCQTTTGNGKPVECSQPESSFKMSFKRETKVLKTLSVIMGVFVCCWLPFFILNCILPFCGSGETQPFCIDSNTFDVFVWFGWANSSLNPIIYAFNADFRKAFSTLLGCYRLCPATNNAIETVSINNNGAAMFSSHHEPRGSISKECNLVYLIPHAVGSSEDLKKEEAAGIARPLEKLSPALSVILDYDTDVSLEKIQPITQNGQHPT
#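 Tetracycline-induced HEK293 TREx D1 cells, force-coupled to calcium signalling, were dye-loaded with a no-wash calcium kit. Compound was pin-added after a 10 s baseline. Fluorescence was read kinetically at 1 cycle/s for 180 s, with calcium rises flagged as agonism.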
# D2 potentiator = HTS Assay for Positive Allosteric Modulators of the Human D2 Dopamine Receptor: Primary Screen for Potentiators; potentiation, % at 10 µM; HEK293 T-REx D2, calcium flux, EC20 dopamine potentiation; actives 0.34% (n = 340,000);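 active = potentiation over 3 SD above the plate norm, cut at about 30% in these data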; note: 0% is about no effect
# Target sequence (P14416 whole entry, looked up): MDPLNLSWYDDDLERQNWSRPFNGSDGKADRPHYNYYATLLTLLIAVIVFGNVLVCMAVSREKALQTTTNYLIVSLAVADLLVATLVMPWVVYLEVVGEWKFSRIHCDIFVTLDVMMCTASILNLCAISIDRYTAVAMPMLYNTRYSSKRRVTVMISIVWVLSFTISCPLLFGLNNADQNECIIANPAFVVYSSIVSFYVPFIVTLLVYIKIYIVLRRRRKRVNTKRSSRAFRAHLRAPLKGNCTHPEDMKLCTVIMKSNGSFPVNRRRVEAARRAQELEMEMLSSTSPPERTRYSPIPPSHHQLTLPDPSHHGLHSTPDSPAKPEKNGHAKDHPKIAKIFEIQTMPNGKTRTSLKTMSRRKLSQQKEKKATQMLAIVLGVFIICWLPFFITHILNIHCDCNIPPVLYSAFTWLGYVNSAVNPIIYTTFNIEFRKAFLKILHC
#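 Potentiation of an EC20 dopamine calcium response is measured in a force-coupled, tetracycline-inducible Hek293 Trex D2 line. Compound-only kinetic reads over 180 s flag agonists before dopamine addition.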
# RXFP1 antagonist = qHTS Assay for Antagonists of the Relaxin Receptor RXFP1; Relaxin receptor 1 (Homo sapiens), Q9HBX9; HEK293-RXFP1, relaxin-stimulated cAMP HTRF, 30 min; hits give low values; activity change, negative = inhibition, % at 57.5 µM; actives 0.59% (n = 350,000); AID 1259400, 2018;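 active = activity change of -60% or lower, but not beyond a set lower limit; inconclusive = change between -60% and -40%, or beyond the set limit; inactive = change above -40%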; note: % is set by controls: 0 for no effect and ±100 for the full control effect
# D1 potentiator = Potentiators of Human D1 Dopamine Receptor: qHTS; actives 0.036% (n = 360,000); potentiation, % at 10 µM; HEK293 TREx D1 cells, calcium flux, dopamine EC20 potentiation; AID 504651, 2011; in the data active = potentiation above about 30%; note: 0% is about no effect
# Anesthetic bind = qHTS Assay for Identification of Novel General Anesthetics | Ferritin light chain (Equus caballus), P02791 | apoferritin/1-aminoanthracene competitive binding, fluorescence | Potency, µM (doses to about 77.5 µM), without a hit: at the highest dose activity change, negative = displacement, hits mostly inhibitors | actives 0.074% (n = 350,000) | AID 485281, 2010; note: potency is the fitted concentration of half-maximal effect; % is set by controls: 0 for no effect and ±100 for the full control effect; nearly all actives have a fitted effect of over 20% in size
# Target sequence (P02791 2-175 limits assumed): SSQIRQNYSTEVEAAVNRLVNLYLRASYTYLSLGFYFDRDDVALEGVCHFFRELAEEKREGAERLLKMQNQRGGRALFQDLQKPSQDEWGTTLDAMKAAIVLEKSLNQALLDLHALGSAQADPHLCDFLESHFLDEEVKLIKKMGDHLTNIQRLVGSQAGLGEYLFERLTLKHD
#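 Apoferritin-based anesthetic binding model; compound displacement of fluorescent 1-AMA measured as endpoint fluorescence after 10 minutes at room temperature, scaled to free-ligand and complex controls.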
# D1 antag = Antagonist of Human D 1 Dopamine Receptor: qHTS. HEK293 TREx D1 cells, calcium flux, dopamine EC80; hits give low values. activity change, negative = inhibition, % at 10 µM. actives 3.2% (n = 360,000); in the data active = activity change below about -30%; note: % is set by controls: 0 for no effect and ±100 for the full control effect
#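 Tetracycline-induced HEK293 Trex D1 cells, force-coupled to calcium, dye-loaded; compounds added and read 180 s, then EC80 dopamine added and calcium flux tracked kinetically another 180 s.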
# TRHR PAM = qHTS for Small Molecule Agonists and Allosteric Enhancers of Human TRH Receptor: Primary Screen for Enhancers; Thyrotropin-releasing hormone receptor (Homo sapiens), P34981; TRHR cells, fluo-8 calcium fluorescence, EC20 TRH enhancement; enhancement, % at 2 µM; actives 0.66% (n = 360,000); AID 493056, 2011; in the data active = enhancement above about 30%; note: 0% is about no effect
#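 Enhancer read-out: after compound pinning and an initial kinetic agonist-mode read, an EC20 of TRH (10 nM final) was injected and fluo-8 calcium signal (Ex 480/Em 530) followed at 1 s/cycle for 100 cycles in TRHR-expressing cells.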
# RXFP1 agonist = qHTS Assay for Agonists of the Relaxin Receptor RXFP1; Relaxin receptor 1 (Homo sapiens), Q9HBX9; HEK293T-RXFP1 cAMP TR-FRET, 30 min; response scale: percent of porcine relaxin response, buffer zero; Potency, µM (top dose mostly 57.5 µM), for inactives: at the highest dose activation, actives largely listed as activators; actives 0.3% (n = 370,000); AID 2676, 2010; note: potency is the fitted concentration of half-maximal effect; % is set by controls: 0 for no effect and ±100 for the full control effect; nearly all actives have a fitted effect of over 60% in size; many of its hits are not listed in these tables
#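 HEK293T cells stably expressing RXFP1 were pretreated with the PDE4 inhibitor Ro 20174, exposed to compounds for 30 min at 37C, lysed, and cAMP was read by TR-FRET. Data normalized to buffer (basal) and 29 nM porcine relaxin (100%).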
# TRHR ag = qHTS for Small Molecule Agonists and Allosteric Enhancers of Human TRH Receptor: Primary Screen for Agonists; AID 493084, 2011; TRHR cells, calcium flux fluo-8, FDSS agonist mode; actives 0.18% (n = 360,000); activation, % at 2 µM; in the data active = activation above about 30%; note: 0% is about no effect
#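 Fluo-8-loaded TRHR cells; 10 s baseline, compound added, kinetic Ca2+ fluorescence read 1/s, agonist mode.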
# * = called active by the depositor; ? = inconclusive; . = no result given; & = joins results of further samples; [ ] = remark or other dose. Unless noted, calls come from the whole dose curve; as a rule, active = well fitted curve in the direction sought with a large enough effect; inconclusive = small, poorly fitted or top-dose-only effect, or another doubt; inactive = no such curve, though single readings can be large; an effect the other way counts as inactive or inconclusive.
SMILES,D1 ag,D2 potentiator,RXFP1 antagonist,D1 potentiator,Anesthetic bind,D1 antag,TRHR PAM,RXFP1 agonist,TRHR ag
O=C(O)c1cccc(CSc2nc(-c3ccccc3)cc(C(F)(F)F)n2)c1,2,.,-14,-3,-17%,-16,4,0.6%,0.0
COc1cc(NC(=O)c2cc(-c3ccc(C)cc3)on2)cc(OC)c1OC,2,.,1,15,-6%,11,-7,-0.5%,0.3
CCOc1ccccc1NC(=O)Nc1ccc2c(c1)OCO2,2,-10,-2,3,-4%,6,1,-3.6%,-0.4
CC(C)(C)OC(=O)c1c(N)n(CCCN2CCCC2=O)c2nc3ccccc3nc12,1,9,-4,11,750%[activator],4,-5,3.7%,-0.1
Cc1c(C)c2ccc(OCC(=O)NCc3ccccn3)cc2oc1=O,1,1,-17,-5,8%,-1,4,6.8%,0.3
CCOC1=NN(c2ncc(C(F)(F)F)cc2Cl)C(=O)C1,3,-6,-3,-4,1%,4,-4,9.6%,0.7
O=C(NCc1ccccc1)N1CCC(c2nc3ccccc3[nH]2)CC1,4,6,-3,-2,-8%,-5,1,-0.3%,0.0
COc1ccc(NC(=O)c2cc(C)cc(C)c2)cc1[N+](=O)[O-],0,3,7,-6,-17%,.,-2,0.4%,-2.1
Cc1ccc(C)c(NC(=O)CN(C)C(=O)[C@@H](NC(=O)c2ccc(C(C)(C)C)cc2)C(C)C)c1,11,0,-18,-1,-6%,7,-6,0.5%,-0.4
CCSc1cc(N2CCCC2)nc(-c2ccc(Cl)cc2)n1,1,-18,.,4,.,.,2,3.4%,0.9
Cc1ccc(-c2cn3c(n2)sc2cc(C(=O)NCc4cccs4)ccc23)cc1,3,7,-20,-1,-8%,3,-3,7.2%,-0.4
O=S1(=O)N=C(Nc2ccc(N3CCOCC3)c(Cl)c2)c2ccccc21,1,-2,5,-1,-10%,-5,5,0.1%,-1.8
O=C1N=NC(=O)N1c1ccccc1,2,-11,.,-2,-7%,13,-4,-2.6%,-0.5
CCn1ccc2cc(S(=O)(=O)N3CCC(C(=O)NCCOC)CC3)ccc21,2,.,-8,4,-2%,8,5,3.7%,0.6
O=C1c2ccccc2CN2C(=O)c3ccccc3CN12,1,13,-7,-6,-2%,-20,4,3.4%,1.4
CC(C)(C)CN1CCNC[C@H]1Cc1ccc(O)cc1,4,.,.,-4,.,-14,-10,2.5%,0.7
COc1cccc(C(=O)/C=C2\NCCc3cc(OC)c(OC)cc32)c1,3,9,11,-8,-7%,-28,10,10%,-0.7
O=C(c1ccc2c(c1)N(Cc1cccc(Cl)c1)C(=O)c1ccccc1S2(=O)=O)N1CCCCC1,2,-7,8,-3,2%,4,-6,-1.2%,0.1
NS(=O)(=O)c1ccc(N=Nc2c(O)ccc3ccccc23)cc1,0,-11,-17,-1,-14%,11,-2,-0.9%,-0.3
COc1cc2c(cc1OC)C1(Nc3c-2c(Cc2ccccc2)nn3-c2ccccc2)C(=O)Nc2ccccc21 (stereo not drawn),8,.,-10,-2,?,-6,16,0.8%,0.4
COc1ccc(-c2noc(-c3ccc(NC4CCCC4)c([N+](=O)[O-])c3)n2)cc1OC,14,2,.,-2,?,-21,1,-2.4%,0.4
COc1ccc(NC(=O)CSc2nnnn2C2CC3C=CC2C3)cc1 (stereo not drawn),1,-2,-1,-1,?,-7,16,0.4%,0.3
CCCc1nnc(NC(=O)CSc2nnc3c4ccccc4n(CC)c3n2)s1,-1,2,-22,-2,?,0,4,27%,-0.9
CS(=O)(=O)N1CCN(c2ccc(NC(=O)CSc3nnc(-c4ccco4)o3)cc2)CC1,2,17,3,-1,-1%,-6,4,0.5%,0.5

# Grouped by structure: the compounds so far containing a halogen.
SMILES,D1 ag,D2 potentiator,RXFP1 antagonist,D1 potentiator,Anesthetic bind,D1 antag,TRHR PAM,RXFP1 agonist,TRHR ag
O=C(O)c1cccc(CSc2nc(-c3ccccc3)cc(C(F)(F)F)n2)c1,2,.,-14,-3,-17%,-16,4,0.6%,0.0
CCOC1=NN(c2ncc(C(F)(F)F)cc2Cl)C(=O)C1,3,-6,-3,-4,1%,4,-4,9.6%,0.7
CCSc1cc(N2CCCC2)nc(-c2ccc(Cl)cc2)n1,1,-18,.,4,.,.,2,3.4%,0.9
O=S1(=O)N=C(Nc2ccc(N3CCOCC3)c(Cl)c2)c2ccccc21,1,-2,5,-1,-10%,-5,5,0.1%,-1.8
O=C(c1ccc2c(c1)N(Cc1cccc(Cl)c1)C(=O)c1ccccc1S2(=O)=O)N1CCCCC1,2,-7,8,-3,2%,4,-6,-1.2%,0.1

# The listing continues:
SMILES,D1 ag,D2 potentiator,RXFP1 antagonist,D1 potentiator,Anesthetic bind,D1 antag,TRHR PAM,RXFP1 agonist,TRHR ag
O=C(CSc1ncnc2c1nnn2-c1ccc(F)cc1)NCC1CCCO1 (stereo not drawn),13,7,-13,-8,-13%,-18,-4,8.3%,-0.1
Cc1ccc(NC(=O)CN2C(=O)N/C(=C/c3ccc(N4CCOCC4)cc3)C2=O)cc1,2,-5,-7,-4,-11%,-10,-7,1.6%,1.8
CCCCCC(=O)Cc1cc(O)cc2c1C(=O)Oc1cc(O)c(C(=O)O)c(CCCCC)c1O2,1,0,.,-3,-8%,6,7,0.0%,-0.9
OC(c1cc(-c2ccc(C(F)(F)F)cc2)nc(C(F)(F)F)c1)C1CCCCN1 (stereo not drawn),158*,-3,-2,13,-8%,-11,6,2.1%,19
CCC1Sc2ccccc2N(CC(=O)NC2CC2)C1=O (stereo not drawn),-1,.,4,-6,-2%,-74*,0,-0.3%,0.0
COc1ccc(N2CCN(C(=O)c3ccc(Br)o3)CC2)cc1,3,-1,-18,-6,-8%,17,-3,-0.1%,-0.7
COC(=O)c1sccc1S(=O)(=O)N1CCN(c2cccc(C)c2C)CC1,2,8,.,-4,-8%,-4,-2,0.5%,0.0
CCOC(=O)c1ccc(NC(=O)c2cccc(S(=O)(=O)N3CCOCC3)c2)cc1,7,3,-24,-6,-19%,-15,0,2.2%,0.7
Cc1cccc(CNc2ccc(C(CC(N)=O)NC(=O)c3cccc(Br)c3)cc2[N+](=O)[O-])c1 (stereo not drawn),3,15,.,-5,?,24,4,0.0%,0.2
Cc1ccc(Nc2cc(=O)[nH]c(=O)[nH]2)cc1C,3&0,1&5,11&-4,-3&6,-1%&-5%,2&10,9&1,-0.2%&2.1%,0.6&0.4
CCN1CCN(c2ncc3c(n2)CCN(Cc2cccc(F)c2F)C3)CC1,3,2,-8,-1,1%,-2,1,2.9%,-0.2
CCn1c(=O)c2c(O)cc(=O)oc2c2ccccc21,3,-4,13,-6,-8%,3,0,-0.1%,0.1
CN(CC(=O)Nc1ccccc1Cl)C(=O)COC(=O)c1ccc(Cl)nc1,0,-1,7,-4,.,1,3,-0.9%,-0.1
Cc1ccc(S(=O)(=O)NC2CC(C)(C)NC(C)(C)C2)cc1,3,0,-6,0,-11%,24,3,0.6%,0.3
O=C(O)CN1C(=O)S/C(=C\c2cccnc2)C1=O,6,5,11,-4,8%,-9,-6,-3.1%,0.4
CCOC(=O)c1ccc(NC2c3ccccc3C(=O)N2c2ccccn2)cc1 (stereo not drawn),7,-13,1,.,2%,10,7,1.2%,-0.7
Cc1onc(-c2ccccc2Cl)c1C(=O)NNC(=O)c1ccc(F)cc1,0,17,13,3,2%,-16,0,1.9%,-0.3
CSc1cccc(NC(=S)NC(=O)CCc2ccccc2)c1,15,3,-2,6,-7%,26,3,-1.5%,1.2
COCCSc1nnc(NC(=O)Cc2ccccc2OC)s1,3,-6,9,-6,-10%,-1,-6,1.9%,-0.6
Cc1ccc(S(=O)(=O)N(CC(=O)NCCSc2ccccn2)c2ccc(C)c(C)c2)cc1,10,-14,25,0,10%,-8,7,-0.5%,-0.9
Cc1nc2sc(C(=O)O)c(N)c2c2c1COC(C)(C)C2,0,.,-12,-4,-7%,3,2,0.7%,-0.2
Cc1ccc(C)c(S(=O)(=O)Nc2ccc(O)cc2)c1,5,0,0,-2,?,-18,22,-0.1%,0.2
O=C(c1ccc(S(=O)(=O)N2CCC(c3nc4ccccc4[nH]3)CC2)cc1)N1CCOCC1,2,-4,-14,8,-8%,-89*,7,2.6%,-0.1
COC(=O)/C(C#N)=C1/SC=C(C)N1c1ccccc1,-1,34*,1,0,11%,-2,5,0.3%,-1.4
CCc1cc2c(=O)c(-c3ccc4c(c3)OCCO4)coc2c(CN2CCCCC2C)c1O (stereo not drawn),1,14,-6,-3,-7%,-7,-5,3.6%,3.9
COc1ccc(C(=O)NCCc2nc3cc([N+](=O)[O-])ccc3n2C)cc1,0,-31,-3,-1,0%,-9,0,-4.5%,-0.3
CCc1ccc(NC(=O)CSc2nc(-c3ccccc3)c(C#N)c(=O)[nH]2)cc1,-1,16,5,0,?,-8,-10,25µM*,0.5
O=C(NCc1ccc2c(c1)OCO2)c1cccc(F)c1,2,-8,15,-2,?,-5,12,1.0%,-0.6
O=C(c1cc(-c2ccco2)on1)N1CCCc2ccccc21,0,8,20,-3,-23%,-10,16,-0.9%,0.2
Cc1[nH]c2c(ccc3cccnc32)c1C,3,-11,-8,-5,-12%,-14,-4,-7.2%,-0.3
COCC1CCCN(Cc2nc(C(c3ccccc3)c3ccccc3)no2)C1 (stereo not drawn),3,-4,-7,-6,-10%,18,0,0.8%,-0.6
COc1ccc(-c2cc(C(=O)N3CCN(c4ccccc4)CC3)c3ccccc3n2)cc1OC,0,-1,1,-4,19%,-6,-1,-0.6%,0.7
O=C(COc1ccc(Cl)cc1)N/N=C/c1cccc2cccnc12,2,.,-30,8,?,-9,-1,0.8%,-0.1
Cc1ccc[n+](CC(=O)N2CCCc3ccccc32)c1,4,-16,0,-4,-1%,-10,-3,-0.3%,0.6
Cc1cc(C)c2c(CN3CC(C)OC(C)C3)cc(=O)oc2c1C (stereo not drawn),1,4,-9,-1,3%,8,4,0.3%,-0.2

# A portion of the library (hit frequency here may not be typical).
